Screens (PubChem)
SUMO Mot1 rescue: SUMOylation pathway inhibition by Mot1-301 growth rescue. S. cerevisiae Mot1-301 growth rescue, ATP luminescence, 38.5C; percent above DMSO median, 100 means doubled. 1% of 320,000 active. growth rescue, % at 18.8 µM. AID 2716;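 active = every valid replicate shows activation above 250% relative to neutral control wells; inactive = the rest, any valid replicate at or below 250%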;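 note: OY570 slx delta 5 strain wells were the positive control but not used for scaling; some compounds called inactive have numbers as strong as hits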
NSD2 HMT inh: inhibitors of human histone methyltransferase NSD2. O96028. NSD2 peptide methylation, AlphaScreen, 120 min. inhibition, % at 12.5 µM. 0.54% of 310,000 active; in the data active = inhibition above about 50%
PKA-R1A act: activators of PKA-R1A complex | activation, % at 11.4 µM | AID 504707 | 0.083% of 340,000 active | P00514+P68181 | PKA-R1A dissociation, Cy5-IP20 fluorescence polarization; scaled: DMSO 0%, 113 µM cGMP 100%;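 active = percent activation above the mean of all tested compounds plus 3 SD, cut at about 19% in these data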;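 note: higher means more PKAc released from R1A so a rise in polarization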
SR-BI DiI-HDL act: enhances SR-BI lipid uptake from DiI-HDL; CHO ldlA[mSR-BI] cells, DiI-HDL uptake fluorescence, 3 h; 100 = double the neutral-control signal; activation, % at 12.5 µM; 0.096% of 320,000 active; AID 504775;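 active = mean replicate activation of at least 60% and every replicate at or above 60%; inconclusive = mean or all-replicate condition met, but not both; inactive = mean below 60% and not all replicates reaching 60%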;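 note: 0% = median plate neutral-control signal and 100% = twice that signal; values of inactives mirror those of a sister screen read the other way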
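System: LDL receptor-deficient CHO ldlA cells overexpressing murine SR-BI | Timing: 3 h uptake period with compound, 37 °C | Medium: HEPES-buffered (25 mM, pH 7.4) F12 plus 0.5% BSA | Dosing: Single-point compound dose | Signal: Bottom-read fluorescence, 550/595 nm | Read-out: Retained DiI signal reflecting DiI-HDL uptake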
CDK5 p35 inh: blocks human CDK5/p35 kinase activity; Recombinant CDK5/p35, ADP-Glo luminescence, 60 min; inhibition, % at 10 µM; 0.01% of 330,000 active; AID 488839;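 active = highest replicate inhibition of at least 50% and at least 75% of replicates reaching 50%; inconclusive = only one of the two criteria met; inactive = both criteria failed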;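 note: plate controls were DMSO neutral control for no effect and GW8510 at 10 µM for full effect; many of its hits are not listed in these tables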
Target sequence (Q00535 whole entry, looked up): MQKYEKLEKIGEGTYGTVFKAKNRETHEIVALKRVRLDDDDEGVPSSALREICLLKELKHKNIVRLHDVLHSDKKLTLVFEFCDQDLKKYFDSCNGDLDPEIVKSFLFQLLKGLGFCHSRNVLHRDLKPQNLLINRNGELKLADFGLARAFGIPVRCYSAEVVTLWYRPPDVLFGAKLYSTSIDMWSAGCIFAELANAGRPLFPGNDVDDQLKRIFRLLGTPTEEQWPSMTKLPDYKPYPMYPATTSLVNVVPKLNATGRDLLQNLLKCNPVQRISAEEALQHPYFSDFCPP
Target sequence (Q15078 whole entry, looked up): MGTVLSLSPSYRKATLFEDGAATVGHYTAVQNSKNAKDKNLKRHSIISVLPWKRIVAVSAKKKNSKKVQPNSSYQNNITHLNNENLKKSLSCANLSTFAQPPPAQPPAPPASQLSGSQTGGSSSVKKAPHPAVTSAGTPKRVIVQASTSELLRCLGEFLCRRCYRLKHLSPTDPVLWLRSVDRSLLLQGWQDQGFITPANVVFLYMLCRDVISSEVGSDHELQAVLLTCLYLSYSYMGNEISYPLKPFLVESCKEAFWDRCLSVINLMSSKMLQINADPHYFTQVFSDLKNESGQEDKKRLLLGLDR
Arr AP2 block: human beta-arrestin and AP2 interaction inhibition. inhibition, % at 10 µM. FITC-arrestin peptide / GST-AP2 beads, flow cytometry; AP2 beta2 appendage carries R879A mutation. 0.31% of 340,000 active;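 active = inhibition above a set limit, near 3 SD of compounds lacking own fluorescence, cut at about 54% in these data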;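 note: plate controls were DMSO wells for no effect and 5 µM unlabelled arrestin peptide for full effect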
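System: GST-tagged AP2 beta2-adaptin appendage (R879A) on 4 µm glutathione beads / Reagent: FITC-arrestin peptide, 50 nM / Detection: HyperCyt-sampled flow cytometry, FL1 channel, ex 488/em 535 nm / Timing: 12 min plus 1 h, RT / Buffer or medium: PBS plus Tween 20 (0.05%) and BSA (0.1%)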
MITF TRPM1 HTS: increases MITF-driven TRPM1 promoter luciferase signal; AID 588334; SK-MEL-5 TRPM1-promoter luciferase, 24 h; % of positive control, neutral wells = 0; activation, % at 12.5 µM; 0.75% of 300,000 active;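 active = mean activation of at least 80% with every replicate also reaching 80%; inconclusive = mean reaches 80% but some replicate falls short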;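 note: 0% = neutral control wells and 100% = parthenolide positive control wells; values of inactives mirror those of a sister screen read the other way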
DSG3 Ab inh: blocks pemphigus antibody binding to human desmoglein-3; P32926; DSG3-coupled beads, scFv-anti-DSG3-GFP binding, flow cytometry; active compounds read low; binding (percent of control), % at 10 µM; 0.48% of 310,000 active; AID 588358;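 active = binding more than 3 SD below its plate's average and above zero; inconclusive = below that plate limit but binding exactly zero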;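 note: hits lower antibody fragment binding to DSG3; some compounds called inactive have numbers as strong as hits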
dFosB activator: activators of mouse delta FosB homodimer | 0.99% of 340,000 active | purified delta FosB, TAMRA-CDK5 oligo fluorescence polarization; percent of positive-control signal above neutral wells | P13346 | activation, % at 25 µM;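 active = mean activation above about 17%, with every replicate also reaching it, limit read from the data, passing the limit was not always enough; inconclusive = only one of the two conditions met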;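 note: fluorescence polarization rise as delta FosB binds a TAMRA Cdk5 AP-1 oligo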
PKA-R2B act: activators of human PKA-R2B complex; PKA-R2B holoenzyme dissociation, Cy5-IP20 fluorescence polarization; R2B truncated from residue 108, S112A mutant; 0% DMSO only, 100% 113 µM cGMP; activation, % at 11.4 µM; 0.079% of 340,000 active;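 active = activation above a cutoff set at the mean over all compounds plus 3 SD, cut at about 18% in these data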;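 note: higher means more holoenzyme dissociation and a rise in polarization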
Target sequence (P31323 whole entry, looked up, other chains not shown, the tested form may be a part): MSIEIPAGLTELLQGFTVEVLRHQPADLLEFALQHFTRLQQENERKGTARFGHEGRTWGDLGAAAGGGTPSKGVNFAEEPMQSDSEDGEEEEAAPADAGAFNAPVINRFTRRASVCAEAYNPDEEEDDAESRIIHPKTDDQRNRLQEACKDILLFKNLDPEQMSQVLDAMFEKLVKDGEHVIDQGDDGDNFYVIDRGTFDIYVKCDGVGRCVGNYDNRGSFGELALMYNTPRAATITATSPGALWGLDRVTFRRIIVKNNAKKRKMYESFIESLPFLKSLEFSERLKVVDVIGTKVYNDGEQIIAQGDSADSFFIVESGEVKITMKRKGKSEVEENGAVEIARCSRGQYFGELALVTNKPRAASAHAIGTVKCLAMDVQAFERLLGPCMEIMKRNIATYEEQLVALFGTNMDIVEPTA
SR-BI DiI inh: blocks mouse SR-BI lipid uptake from DiI-HDL. Q61009. 0.96% of 320,000 active. inhibition, % at 12.5 µM. ldlA[mSR-BI] CHO cells, DiI-HDL uptake fluorescence, 3 h;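 active = mean replicate inhibition of at least 70% and a set share of replicates each scoring 70 or more; inconclusive = meets just one of the two criteria; inactive = fails both criteria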;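 note: 0% = median of neutral control wells and 100% = median of positive control wells; values of inactives mirror those of a sister screen read the other way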
* = called active by the depositor; ? = inconclusive; . = no result given. Not a hit list; 4.7% or so of the library scored in one or more.

SUMO Mot1 rescue,NSD2 HMT inh,PKA-R1A act,SR-BI DiI-HDL act,CDK5 p35 inh,Arr AP2 block,MITF TRPM1 HTS,DSG3 Ab inh,dFosB activator,PKA-R2B act,SR-BI DiI inh,smiles
1,-2,-8,0,-0.6,7,6,100,-8,-5,0,O=C(CN1C(=O)c2cccc([N+](=O)[O-])c2C1=O)N1CCN(c2ccc(F)cc2)CC1
3,6,6,19,-0.5,-1,.,122,-11,5,-19,CC(=O)c1cccc(CN(C)CC2CCCN(CCc3ccccc3C)C2)c1 (configuration not stated)
-17,-10,-4,-4,-1.1,6,22,103,3,2,4,CCOC(=O)N/N=C/c1ccc(F)cc1
0,9,-8,0,-0.9,1,1,107,-2,-2,0,CN1CCN(S(=O)(=O)c2ccc(Nc3ccc(F)cc3)c([N+](=O)[O-])c2)CC1
-21,-2,-16,-21,-0.9,-2,2,101,-6,5,21,C=CCN(c1ccccc1Cl)S(=O)(=O)c1cc(C(=O)N2CCCC2)ccc1Cl
-2,-5,-9,-24,-0.7,-14,-2,97,-5,-5,24,O=C(COC(=O)c1ccc(O)cc1)Nc1cc(C(F)(F)F)ccc1Cl
425,-7,2,.,0.9,22,-1,117,5,1,.,COc1ccc(/C=C(\NC(=O)c2ccco2)C(=O)NCc2ccco2)cc1
-10,1,-11,-35,-0.1,18,.,.,-8,1,35,O=C1CSC(c2ccc3c(c2)OCO3)N1c1ccc(Oc2ccccc2)cc1 (configuration not stated)
-3,-1,-4,9,0.6,13,-10,101,-9,-3,-9,O=C(COC(=O)Cc1ccc(Cl)cc1)NC1CCCC1
-25,17,-11,-9,-0.5,27,5,126,-7,4,9,O=C(NC(=S)N(CCc1ccccc1)CCc1ccccc1)c1ccco1
-9,-5,-9,-16,-0.7,-5,.,100,2,-6,16,Cc1ccc(NC(=O)C2CCN(C(=O)NC3CCCCC3)CC2)cc1Cl
-20,-4,-4,48,.,-10,0,93,0,-2,-48,CC(=O)Nc1ccc(S(=O)(=O)NCc2ccccn2)cc1
-30,-2,2,-53,-0.9,13,-5,87,-15,-12,53,CCN(CC)c1cccc(OCC(=O)N(C)CCC#N)c1
-13,-5,-6,-12,.,1,47,.,-4,-5,12,O=C(NCc1cccs1)c1cc2c(s1)CCCC2
12,-1,-2,31,-1.4,3,-6,108,1,-15,-31,O=[N+]([O-])c1cc(C(F)(F)F)ccc1NCCCCNS(=O)(=O)c1ccc(Cl)cc1
13,0,-3,12,0.8,27,-19,.,-3,-3,-12,N#Cc1c2c(c(NCCOCCO)n3c1nc1ccccc13)CCCC2
25,0,2,-8,2.5,6,18,85,-14,-5,8,O=C(NCCCOc1cccc(CN2CCCCC2)c1)c1ccc(Cl)c(Cl)c1
4,-4,-8,-17,-0.6,3,.,.,-21,-4,17,CC(=O)Nc1cccc(-n2nnc(SCC(=O)c3ccccc3)n2)c1
14,-2,-2,-2,0.6,3,-2,100,-3,4,2,CS(=O)(=O)NCc1nnc(SCc2ccccc2C(F)(F)F)o1
72,0,-2,12,1.4,38,-2,.,-18,0,-12,Cc1ccc(CNC(=O)CCc2nnc3ccc(NCCCN4CCCC4=O)nn23)cc1
7,.,3,6,-0.9,-8,33,103,-41,-1,-6,Cc1csc2ncc(C(=O)Nc3ccccc3F)c(=O)n12
-3,0,-8,19,-2.4,22,-12,.,-1,-2,-19,CC(C)C(=O)Nc1cccc(NC(=O)c2cccnc2)c1
-12,0,5,-2,2.1,16,-11,108,5,0,2,Cc1ccc(S(=O)(=O)N2CCN(S(=O)(=O)N3CCC(C)CC3)CC2)cc1C
25,0,2,-18,-1.8,14,-2,87,-2,-12,18,O=[N+]([O-])c1ccc(-c2ccc(S(=O)(=O)NCCN3CCCC3)cc2)cc1
5,1,-3,18,-1.3,28,1,108,0,-7,-18,Cc1nnc(NC(=O)CSc2nccn2Cc2ccccc2)s1

The list goes on:
SUMO Mot1 rescue,NSD2 HMT inh,PKA-R1A act,SR-BI DiI-HDL act,CDK5 p35 inh,Arr AP2 block,MITF TRPM1 HTS,DSG3 Ab inh,dFosB activator,PKA-R2B act,SR-BI DiI inh,smiles
-14,0,0,17,0.2,50,-14,.,0,3,-17,COCCNC(=O)CSc1ccccc1C(=O)NC1CCSc2ccccc21 (configuration not stated)
-14,-1,-2,14,0.5,2,14,107,-6,1,-14,O=C1CC(NN2CCCCC2)C(=O)N1c1ccccc1 (configuration not stated)
1,-1,-3,-44,0.1,8,22,.,8,-2,44,O=C(CCN1C(=O)c2ccccc2C1=O)Nc1ccc(-c2nc3ccccc3o2)cc1
-11,-2,-9,8,-2.0,10,.,103,-5,2,-8,COc1ccc(Cl)cc1NS(=O)(=O)c1ccc(OC)c(OC)c1
5,-3,-20,-3,-0.8,24,5,111,-5,12,3,COc1ccc(C(=O)NC(C)Cn2nc(C)cc2C)cc1OC1CCN(C(C)=O)CC1 (configuration not stated)
-7,0,-12,-10,-1.1,9,63,120,-1,13,10,COc1ccc(NC(=O)c2sc(SC)nc2N)cc1
.,8,4,5,3.9,-2,.,98,1,-4,-5,S=c1[nH]nc(-c2ccco2)n1/N=C/C=C/c1ccccc1
5,5,0,-34,-1.0,30,.,97,0,2,34,CCOc1ccc(-n2c(C)c(C(C)=O)c3cc(OC(C)=O)ccc32)cc1
-6,2,5,56,1.6,-2,12,83,0,-7,-56,O=C(COC(=O)C1CC2C=CC1C2)NCc1ccc(F)cc1 (configuration not stated)
1,0,5,-24,1.1,11,.,126,1,-2,24,O=C1C(Cl)=C(N2CCCCCC2)C(=O)N1c1ccc(Cl)cc1
.,-4,0,-1,-0.1,14,-5,111,2,-5,1,CC(C)c1ccccc1NC(=O)COC(=O)C1(C)CC1(Cl)Cl (configuration not stated)
-5,0,2,16,1.5,0,3,79,-3,6,-16,COc1ccc(CNC(=O)CCN2C(=O)c3ccccc3S2(=O)=O)cc1
9,-3,-9,22,-1.6,-8,68,109,-9,-4,-22,O=C(COc1ccccc1)Nc1ccccc1Cl
-12,3,1,-7,0.6,24,4,101,21*,-3,7,O=C(NNC(=O)c1ccc(Cl)s1)c1csc(N2CCOCC2)n1
2,.,0,0,0.7,30,.,109,-8,9,0,O=C(COc1ccccc1/C=C\c1[nH]c(=O)[nH]c(=O)c1[N+](=O)[O-])Nc1ccccc1
-1,5,13,4,0.4,-16,16,159,24*,10,-4,CCOc1ccc(NS(=O)(=O)c2ccc(C(=O)NCC(c3ccc(OC)cc3)N3CCCC3)cc2)cc1 (configuration not stated)
-14,-1,-7,13,-0.1,1,-38,101,-2,-10,-13,Cc1nnc2c(NCC(C)c3ccccc3)nc3ccccc3n12 (configuration not stated)
-11,-22,-3,7,1.2,11,7,87,-1,-10,-7,Cc1[nH]c(=O)[nH]c(=O)c1/C=N/NC(=O)CCNC(=O)OC(C)(C)C
-10,16,4,9,1.6,-12,-3,111,-2,2,-9,Cc1c(C(=O)NNC(=S)Nc2ccc(S(N)(=O)=O)cc2)oc2ccccc12
314*,1,7,12,-3.0,-3,3,.,-15,-11,-12,COC(=O)c1cc(NS(=O)(=O)c2ccc(C(C)C)cc2)ccc1N1CCOCC1
30,-5,1,5,-1.1,-1,-15,97,-2,-6,-5,CCn1nnnc1-c1ccc(OC)c(S(=O)(=O)Nc2ccc(C(=O)OC)cc2)c1
-7,-1,6,11,1.4,4,3,100,0,6,-11,O=C(COC(=O)c1ccc(NS(=O)(=O)c2ccc3c(c2)OCCO3)cc1)NCC1CCCO1 (configuration not stated)
64,15,7,10,0.7,-9,0,99,-2,-9,-10,Nc1ccc(C(=O)N2CCN(S(=O)(=O)/C=C/c3ccccc3)CC2)cc1[N+](=O)[O-]
-11,1,-17,18,0.6,-16,-5,86,3,7,-18,CC1CCCC(C)N1/N=C/c1ccc(C(=O)O)cc1 (configuration not stated)
.,.,7,8,1.3,4,0,117,-7,14,-8,CC(C)C[C@@H](CNCC(=O)[C@H](Cc1ccccc1)NC(=O)c1[nH]cnc1C(=O)N[C@H](CN)CC(C)C)NC(=O)c1nc[nH]c1C(=O)N[C@@H](CC(=O)O)C(=O)O

Continued:
SUMO Mot1 rescue,NSD2 HMT inh,PKA-R1A act,SR-BI DiI-HDL act,CDK5 p35 inh,Arr AP2 block,MITF TRPM1 HTS,DSG3 Ab inh,dFosB activator,PKA-R2B act,SR-BI DiI inh,smiles
73,-11,-4,-17,0.9,39,-4,102,2,7,17,CCCS(=O)(=O)NCCc1csc(-c2ccc(OC)c(OC)c2)n1
1,.,-11,-74,3.2,-8,-1,95,?,-15,74*,Cc1cc(C)cc(NC(=O)NC2CCN(CC(=O)Nc3cccc(Cl)c3C)CC2)c1
-7,.,-2,7,0.4,32,-56,114,-9,-3,-7,CCN1CCN(Cc2c(O)ccc3c2O/C(=C\C=C\c2ccccc2)C3=O)CC1
27,-3,2,-51,0.2,19,-2,55,-7,0,51,COc1cccc(-c2nc(NCc3cccnc3)c3ccccc3n2)c1O
-5,-4,-9,-9,0.3,11,-1,104,-1,-8,9,O=C(NCCCN1CCCCCC1)C1CCCN(S(=O)(=O)c2cccc3nsnc23)C1 (configuration not stated)
-9,-5,-5,-7,-4.7,-8,-8,82,-4,8,7,N#CCC(=O)NNC(=S)NC(=O)C(c1ccccc1)c1ccccc1
-8,0,12,26,-0.5,-5,-2,96,-1,-8,-26,CCOC(=O)c1cc[nH]c1C
-11,1,-3,8,-6.1,-3,-5,100,1,-10,-8,COc1ccc(CCN2CC(C(=O)O)CC2=O)cc1OC (configuration not stated)
-2,6,3,-4,0.7,32,5,115,0,1,4,COc1ccc(CC(=O)Nc2ccc3c(c2)C(=O)N(CCC(=O)O)C3=O)cc1
2,-1,-1,-101,-0.6,1,3,101,-7,-8,101*,COc1ccc(NC(=O)Nc2nnc(-c3ccccc3SCc3ccccc3)s2)cc1
-10,2,0,-32,-1.0,6,.,103,0,1,32,CCn1c(CNC(=O)c2ccccc2F)cc2cc(C)ccc21
